Mcl1-Bid inh = Mcl-1/Bid binding inhibitors, primary screen, biochemical, TR-FRET, 1536-well. inhibition, % at 21.7 µM. TR-FRET Mcl-1/Bid-Dy647 peptide binding. AID 1021, 2008. 0.97% of 220,000 active;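 active means compounds that cut the binding signal by more than half at the single screening dose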;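 further: His-tagged Mcl-1 with europium anti-His antibody binding Bid BH3 peptide; 0% = Mcl-1 plus peptide wells and 100% = peptide-only wells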
RGS4-Gao reg = modulators of RGS4 binding to Galphao, primary screen, biochemical, multiplexed bead flow cytometry | Guanine nucleotide-binding protein G(o) subunit alpha (Homo sapiens), P09471 | actives lie on both sides | binding response (% of control), % at 10 µM | 0.33% of 220,000 active | AID 1415, 2008; in the data active means binding response below about 49% or above about 150%; inactive means in between;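 further: fluorescent Galphao activated with aluminum fluoride binding bead-coupled RGS4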
Avidin bead fluor = green autofluorescence of compounds with avidin beads – biophysical, 488/530 nm, flow cytometry, artefact control, profiling panel; compound fluorescence 488/530 nm; active compounds read high; fluorescence (KMESF) at 10 µM; 0.38% of 220,000 active; AID 1775, 2009; in the data active means fluorescence above about 47; further: inactives centre near 10
Pf gametocyte = late stage P. falciparum gametocyte viability inhibitors, primary screen, ATP luminescence, HTS. P. falciparum stage V gametocytes, 24 h. inhibition, % at 10.9 µM. 0.065% of 150,000 active. AID 743093, 2013;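 active means inhibition above the mean plus 3 SD of compounds within the control limits, set per campaign, cut at about 38% in these data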;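 further: 0% = DMSO wells and 100% = medium only without gametocytes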
Mcl1 Noxa PPI = Mcl-1/Noxa binding inhibitors, primary screen, biochemical, TR-FRET, 1536-well | TR-FRET Mcl-1/Noxa peptide binding, 2 h | inhibition, % at 21.7 µM | 1.5% of 220,000 active;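 active means compounds that cut the protein-peptide binding signal by more than 50% relative to plate controls in a single-dose test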;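 further: His-tagged Mcl-1 with rhodamine Noxa BH3 peptide and terbium anti-His antibody; 0% = Mcl-1 plus Noxa peptide wells and 100% = peptide-only wells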
GSH fluor = compound fluorescence on glutathione beads, profiling panel, artefact control, biophysical, 488/530 nm, flow cytometry; fluorescence (KMESF) at 10 µM; GSH beads flow cytometry, compound fluorescence 488/530 nm; active compounds read high; AID 1776, 2009; 0.25% of 190,000 active; in the data active means fluorescence above about 89;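 further: glutathione beads carrying GST-tagged Bcl family fusion proteins plus one bare bead set; values are compound well signal with DMSO vehicle wells as background; inactives centre near 16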
ABCG2 inh = ABCG2 efflux pump inhibitors, primary screen, multiplex with ABCB1, IgMXP3 cells, flow cytometry; inhibition, % at 6.6 µM; 0.1% of 190,000 active; Broad substrate specificity ATP-binding cassette transporter ABCG2 (Homo sapiens), Q9UNQ0; AID 1325, 2008; JC-1 efflux;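 active means inhibition above 80%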;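 further: 0% = DMSO and 100% = nicardipine control wells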
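Test system: IgMXP3 cells (ABCG2) mixed with DDAO far-red-labelled CCRF-Adr cells (ABCB1). Reagent: JC-1 transporter substrate. Compound dosing: single test compound dose, 6.6 µM final. Times: 10 min compound exposure, 25 °C. Detection: flow cytometry of retained JC-1 fluorescence. Read-out basis: efflux inhibition in percent versus controls. Controls: nicardipine and DMSO wells.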
ABCB1 block = ABCB1 efflux pump inhibitors, primary screen, cell-based, multiplex, flow cytometry, ABCG2 counter-screen; inhibition, % at 6.6 µM; CCRF-Adr cells, JC-1 efflux; AID 1326, 2008; 0.067% of 190,000 active; in the data active means inhibition above about 40%;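 further: 0% = vehicle and 100% = reference inhibitor; higher value means more JC-1 retained so stronger ABCB1 efflux block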
Target sequence (P08183 whole entry, looked up): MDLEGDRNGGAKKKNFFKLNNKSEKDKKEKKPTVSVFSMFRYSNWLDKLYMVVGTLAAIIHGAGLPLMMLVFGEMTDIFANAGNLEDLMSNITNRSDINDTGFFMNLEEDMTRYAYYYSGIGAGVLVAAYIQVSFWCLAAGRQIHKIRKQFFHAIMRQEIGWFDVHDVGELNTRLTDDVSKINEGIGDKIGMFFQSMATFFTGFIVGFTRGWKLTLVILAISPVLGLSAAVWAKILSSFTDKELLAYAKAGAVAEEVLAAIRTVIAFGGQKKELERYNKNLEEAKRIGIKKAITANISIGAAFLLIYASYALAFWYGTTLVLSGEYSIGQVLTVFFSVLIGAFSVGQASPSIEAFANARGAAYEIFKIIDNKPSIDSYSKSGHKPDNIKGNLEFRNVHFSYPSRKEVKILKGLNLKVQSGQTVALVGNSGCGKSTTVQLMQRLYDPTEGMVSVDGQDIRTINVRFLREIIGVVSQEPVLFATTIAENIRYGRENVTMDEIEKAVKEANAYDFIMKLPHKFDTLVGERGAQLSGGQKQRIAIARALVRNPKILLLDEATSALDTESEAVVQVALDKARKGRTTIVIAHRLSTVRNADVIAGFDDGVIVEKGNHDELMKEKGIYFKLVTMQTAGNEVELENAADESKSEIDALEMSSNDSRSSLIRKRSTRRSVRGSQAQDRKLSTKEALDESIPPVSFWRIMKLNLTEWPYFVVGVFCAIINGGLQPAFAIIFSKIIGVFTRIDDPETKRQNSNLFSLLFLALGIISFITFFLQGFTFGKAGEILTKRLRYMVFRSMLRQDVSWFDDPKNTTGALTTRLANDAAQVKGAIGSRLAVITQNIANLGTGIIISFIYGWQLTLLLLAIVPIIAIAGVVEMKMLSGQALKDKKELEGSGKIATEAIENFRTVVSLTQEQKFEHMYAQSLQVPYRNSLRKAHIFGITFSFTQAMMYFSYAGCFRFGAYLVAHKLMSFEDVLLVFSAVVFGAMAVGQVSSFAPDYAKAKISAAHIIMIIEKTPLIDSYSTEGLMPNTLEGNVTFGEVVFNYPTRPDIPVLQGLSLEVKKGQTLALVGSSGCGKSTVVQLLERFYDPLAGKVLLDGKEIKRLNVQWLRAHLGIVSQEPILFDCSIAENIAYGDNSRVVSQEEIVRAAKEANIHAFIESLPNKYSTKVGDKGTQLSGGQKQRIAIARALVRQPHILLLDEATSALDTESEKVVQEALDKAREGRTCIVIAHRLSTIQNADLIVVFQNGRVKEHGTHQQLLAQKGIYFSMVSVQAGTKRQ
Mcl-1 Bim block = inhibitors of Bim peptide binding to Mcl-1, primary screen, biochemical, bead-based flow cytometry, multiplex; Induced myeloid leukemia cell differentiation protein Mcl-1 (Homo sapiens), Q07820; inhibition, % at 10 µM; 0.1% of 190,000 active; Bim peptide-Mcl-1 binding; in the data active means inhibition above about 40%;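 further: 0% = no compound tracer wells and 100% = peptide blocker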
RGS8-Gao = RGS8-Galphao binding modulators, primary screen, biochemical, multiplexed bead flow cytometry; Guanine nucleotide-binding protein G(o) subunit alpha (Homo sapiens), P09471; actives lie on both sides; response (percent of control binding), % at 10 µM; 0.34% of 220,000 active; in the data active means response below about 60% or above about 140%; inactive means in between;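 further: Galphao activated as the GDP aluminium fluoride complex binding bead-coupled RGS8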
RGS7-Gao = RGS7-Galphao binding modulators, primary screen, biochemical, multiplexed bead flow cytometry. 0.35% of 220,000 active. AID 1439, 2008. actives lie on both sides. binding response (% of control), % at 10 µM; in the data active means binding response below about 49% or above about 150%; inconclusive means no clear call, values can overlap the other calls; inactive means in between;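 further: fluorescent Galphao held in activated GDP-AlF4 state binding bead-coupled RGS7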
* hit, by the source's call; ? = inconclusive; · = not tested or not shown.

SMILES | Mcl1-Bid inh | RGS4-Gao reg | Avidin bead fluor | Pf gametocyte | Mcl1 Noxa PPI | GSH fluor | ABCG2 inh | ABCB1 block | Mcl-1 Bim block | RGS8-Gao | RGS7-Gao
COc1cc(/C=C(\C#N)c2ccccn2)ccc1OCc1ccccc1Cl | -12 | 96 | 13 | -6 | 10 | 11 | 10 | 1.2 | -1 | 99 | 95
C=CCn1c(=O)c(C(=O)Nc2ccccc2O)c(O)c2ccccc21 | -1 | 103 | 9 | · | 2 | 16 | 2 | 0.6 | -1 | 100 | 101
CC(C)(C)c1ccc(C(=O)NCCN2CCCC2)cc1 | -15 | 98 | 11 | -57 | 1 | 12 | 1 | 0.3 | 3 | 98 | 96
Cn1c(=O)n(CC(=O)Nc2ccccc2)c2ccccc21 | -20 | 98 | 14 | · | -14 | 15 | 0 | 0.3 | 2 | 102 | 98
CC(C)CCNC(=O)C(c1ccc(O)cc1)N(C(=O)C1COc2ccccc2O1)c1cccc(O)c1 (stereo not given) | -42 | 102 | 11 | -19 | 5 | 23 | 1 | 0.4 | 1 | 101 | 105
Cc1cc(C)c(OCCCCn2cnc3ccccc3c2=O)c(C)c1 | 8 | 111 | 21 | 9 | 21 | 10 | 6 | 0.7 | 0 | 105 | 103
CC1CC(C)CN(CC(=O)Nc2ccc(S(N)(=O)=O)cc2)C1 (stereo not given) | -16 | 95 | 7 | -13 | 5 | 33 | 0 | 0.0 | 0 | 99 | 94
COc1ccc(CNC(=O)c2ccccc2NS(C)(=O)=O)cc1 | 19 | 99 | 10 | -9 | -8 | 11 | 7 | -0.6 | -1 | 98 | 97
Nc1nc(N2CCCCC2)c(C=O)c(N2CCCCC2)n1 | -30 | 101 | 10 | · | 2 | 26 | 0 | 0.1 | -2 | 99 | 101
O=C(N/N=C/c1ccco1)c1cc(-c2cccs2)[nH]n1 | -12 | 104 | 15 | -12 | 12 | 12 | 1 | 0.0 | -2 | 104 | 102
CCOC(=O)c1nccnc1C(=O)Nc1cccc(C(F)(F)F)c1 | 3 | 104 | 11 | -61 | 2 | 13 | 1 | -0.1 | 1 | 102 | 105
O=C(NCCc1ccccc1)c1ccc(=O)oc1 | -28 | 104 | 10 | · | 6 | 20 | 3 | 0.8 | -2 | 101 | 104
COc1ccc(NC(=O)c2c(SC)nsc2SC)cc1 | -14 | 100 | 10 | 14 | 6 | 12 | 2 | 0.0 | -1 | 102 | 103
COc1ccc(C(=O)N/C(=C\c2ccco2)C(=O)OCc2ccco2)cc1 | -64 | 101 | 8 | 5 | 2 | · | · | · | · | 97 | ?
CC(C)CC1NC(=O)N(CC(=O)c2ccc3c(c2)OCCO3)C1=O (stereo not given) | -4 | 94 | 32 | · | 98* | 16 | 0 | 0.2 | -1 | 95 | 94
COc1ccc(C(=O)NCc2cn3ccccc3n2)cc1 | -11 | 96 | 9 | · | -1 | 15 | 3 | 0.5 | 1 | 99 | 95
CCCN1CCC(NC(=S)Nc2ccc(OC)c(OC)c2)CC1 | -67 | 106 | 23 | -128 | -11 | 24 | 0 | 0.2 | -2 | 108 | 117
CC1(C)CC(=O)C(C=NCCN2CCN(C(=S)Nc3ccccc3)CC2)=C(O)C1 | -65 | 97 | 6 | -13 | 4 | 26 | 1 | -0.3 | 7 | 106 | 99
CC(=O)c1ccc(N2CCN(CC(=O)Nc3cc(C)on3)CC2)cc1 | -1 | 101 | 21 | 7 | -2 | 7 | 1 | 0.4 | 0 | 102 | 98
CCOC(=O)C(Oc1ccc(=O)[nH]n1)C(C)=O (stereo not given) | -20 | 91 | 7 | · | 19 | 5 | 1 | 0.3 | 2 | 95 | 91
CO/C([O-])=N/c1c[n+](-c2ccc(Cl)cc2)no1 | -21 | 98 | 14 | · | 7 | 25 | 17 | 0.3 | -2 | 100 | 99
c1ccc(-c2noc(C3CCCCC3)n2)nc1 | -3 | 98 | 12 | · | -1 | 17 | 2 | 0.6 | -7 | 105 | 102
C/C(=N\NC(=O)C(N)=O)c1cccc([N+](=O)[O-])c1 | -111 | 100 | 8 | · | 33 | 16 | 9 | 0.7 | -3 | 100 | ?
CN(C)c1cccc2c(S(=O)(=O)N3CCOCC3)cccc12 | -13 | 100 | 8 | · | 6 | 47 | 0 | 0.3 | -1 | 101 | 97
O=C(O)Cc1ccc(C(=O)CSc2ccccc2)s1 | 9 | 103 | 8 | 17 | 21 | · | · | · | · | 99 | ?
CC(C(=O)NC1=NCCS1)(C(F)(F)F)C(F)(F)F | -33 | 109 | 9 | 14 | -4 | 46 | 3 | 0.9 | 0 | 106 | 111
Cc1cc(C)n(-c2cccc(C(=O)O)c2)n1 | -9 | 102 | 12 | 20 | -5 | 9 | 4 | 0.5 | -3 | 114 | 100
COc1cccc(-c2cc(C(=O)Nc3cccnc3)no2)c1 | -28 | 101 | 13 | · | -4 | 28 | 26 | -0.1 | -5 | 101 | 105
Cc1cccc2cc(CN(CC3CCCO3)C(=O)NC3CCCCC3)c(=O)[nH]c12 (stereo not given) | 12 | 102 | 8 | 3 | 11 | 15 | 4 | 2.3 | 0 | 104 | 104
CCCSc1nnc2n(C)c(=O)c3c4c(sc3n12)CCC4 | -6 | 60 | 2 | -2 | 7 | 45 | 3 | 1.9 | 13 | 88 | 74
CCOC(=O)c1c(C)n(-c2ccc(OC)cc2)c2c(C/C(C)=N/O)c(Br)c(OC)c(O)c12 | -13 | 99 | 12 | 7 | 12 | 24 | 1 | 0.0 | 0 | 99 | 100
COc1cc(/C=C/C(=O)O)cc(S(=O)(=O)NCc2ccco2)c1OC | -26 | 99 | 11 | -30 | 14 | 25 | 5 | 0.5 | 1 | 103 | 96
CCN(CC)S(=O)(=O)c1ccc(-c2nnc(SCC(=O)N3c4ccccc4CC3C)o2)cc1 (stereo not given) | -19 | 94 | 7 | · | 17 | 39 | 4 | 2.6 | 0 | 101 | 100
CC1=NN(C(=O)c2c(Br)cnn2C)C(O)(C(F)(F)F)C1 (stereo not given) | -38 | 104 | 5 | -20 | -4 | 22 | 0 | -0.2 | -2 | 99 | 102
CCS(=O)(=O)N1CCN(Cc2c[nH]c3ccccc23)CC1 | 6 | 106 | 11 | -17 | 42 | 24 | 0 | 0.0 | 0 | 102 | 107
O=C(O)/C=C/C(=O)N(Cc1ccccc1)Cc1ccco1 | -8 | 100 | 4 | · | 6 | 10 | 1 | 0.0 | -3 | 100 | 100
Cn1ccnc1Sc1nc2c(c(=O)n(C)c(=O)n2C)n1C | -20 | 104 | 14 | 17 | 6 | 21 | 0 | 0.3 | -3 | 102 | 99
CC(=O)c1ccc(-c2ccc(C(=O)NC3CCCCCC3)o2)cc1 | -20 | 101 | 29 | -24 | 16 | 22 | 2 | 0.5 | 1 | 102 | 101
Cc1ccc(/C=N/N2CCN(C3c4ccccc4-c4ccccc43)CC2)o1 | -62 | 84 | 5 | -4 | -21 | · | · | · | · | 99 | ?
Cc1oncc1C(=O)NC1CCCCC1 | -14 | 100 | 6 | · | 8 | 9 | 2 | 0.9 | 3 | 101 | 100
CC(C)OC(=O)Cn1nnc(-c2ccccc2)n1 | 5 | 99 | 29 | · | 2 | 23 | 22 | 0.9 | 1 | 100 | 99
O=C(CCCn1nnc2ccccc2c1=O)N[C@@H](Cc1ccccc1)C(=O)O | -11 | 101 | 6 | -9 | 3 | · | · | · | · | 99 | ?
CCC(=O)c1ccc(N2CCN(C(=O)COc3ccc(F)cc3)CC2)c(F)c1 | -12 | 95 | 7 | · | -12 | 22 | 2 | 0.5 | 0 | 99 | 94
CCC(=O)Oc1ccc2c(C)c(Cl)c(=O)oc2c1 | 4 | 104 | 39 | · | 7 | 48 | 2 | 0.4 | -3 | 114 | 106
Cn1c(CN2CCCC2)nc2cc(NS(=O)(=O)c3ccccc3)ccc21 | -56 | 102 | 6 | · | -4 | 15 | 14 | 0.7 | 0 | 101 | 101
CC1CCc2cc(F)ccc2N1C(=O)C12CCC(C)(C(=O)O1)C2(C)C (stereo not given) | 0 | 103 | 11 | -5 | 2 | 16 | 0 | 0.8 | 0 | 102 | 105
c1ccc(-c2cc(-c3nn4c(-c5ccco5)nnc4s3)c3ccccc3n2)cc1 | 38 | 91 | 4 | · | 51* | 15 | 5 | 1.3 | 4 | 94 | 92
COC(C/C=C/[C@H](O)COCc1ccccc1)OC | -14 | 99 | 9 | · | 15 | · | · | · | · | 99 | ?
CN(C)S(=O)(=O)c1ccc(NC(=O)CN2CCOCC2)cc1 | -14 | 92 | · | 0 | -6 | · | · | · | · | 97 | ?
CCOc1ccc(-c2cc(CCCC(=O)NCCc3ccc(OC)c(OC)c3OC)no2)cc1 | -9 | 99 | 9 | · | 11 | 16 | 15 | 4.1 | 0 | 101 | 99
(continued)
SMILES | Mcl1-Bid inh | RGS4-Gao reg | Avidin bead fluor | Pf gametocyte | Mcl1 Noxa PPI | GSH fluor | ABCG2 inh | ABCB1 block | Mcl-1 Bim block | RGS8-Gao | RGS7-Gao
O=C(COc1ccc(-c2nnco2)cc1)NC1CCCc2ccccc21 (stereo not given) | 60* | 82 | 4 | · | 10 | 233* | 3 | 0.4 | 5 | 90 | 85
Cc1noc(C(=O)Nc2ccc3c(c2)OCO3)c1Cl | -9 | 94 | 23 | · | 13 | 15 | 6 | 2.8 | -4 | 97 | 91
CC(C)Sc1nc2c(c(=O)[nH]1)C(c1cccs1)C1=C(CC(C)(C)CC1=O)N2 (stereo not given) | -17 | 98 | 7 | · | 25 | 26 | 6 | 0.6 | -2 | 100 | 100
Cc1cc(=O)oc2cc(OCC(=O)OCc3nnc(-c4ccccc4)o3)ccc12 | -6 | 95 | 36 | · | -6 | 10 | 4 | 0.6 | -1 | 100 | 96
Cc1cc(C)c(C(=O)Nc2ccccc2)c(CC(C)(C)C(=O)O)c1 | -10 | 100 | 3 | -48 | -1 | · | · | · | · | 101 | ?
COc1cc2c(cc1OC)C1(CCCC1)C(N)=C2C#N | 1 | 101 | 20 | -12 | 2 | 29 | 41 | 2.2 | -2 | 99 | 98
